# Bioassay records deposited in PubChem BioAssay by Southern Research Specialized Biocontainment Screening Center.
# M. tuberculosis: growth inhibition of non-replicating M. tuberculosis (AID 488890); Mycobacterium tuberculosis non-replicating, growth inhibition; higher % means a stronger effect; inhibition, % at 25 µM, or IC50 in µM where a hit was titrated; 0.39% of 320,000 active; in the data active = a potency from the dose series; inconclusive = inhibition mostly from about 82% at the one dose, without a potency; inactive = the rest, 99 in 100 with inhibition below about 76%;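 also: plate controls were DMSO cells for no effect and high antibiotic wells for full effect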
# H37Rv inhibition: M. tuberculosis growth inhibition, HTS (AID 449762) | M. tuberculosis H37Rv growth inhibition, 7H9 media; higher % means a stronger effect | inhibition, % at 25 µM, or IC50 in µM where a hit was titrated | 0.59% of 330,000 active; in the data active = a potency from the dose series; inconclusive = inhibition above about 70% without an active follow-up result;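 also: bacterial growth assessed after seven days of incubation; strong numbers were not always called active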
# Salmonella PhoP GFP: PhoP regulon inhibitors, Salmonella typhi PhoP promoter GFP reporter, confirmatory (AID 1850); Salmonella Typhi PhoP-promoter GFP reporter, fluorescence, 4 h; higher % means a stronger effect; inhibition, % at 50 µM, or IC50 in µM where a hit was titrated; 0.33% of 310,000 active; in the data active = a potency from the dose series; inconclusive = inhibition mostly from about 25% at the one dose, without a potency; inactive = the rest, 99 in 100 with inhibition below about 19%;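 also: 0% = induced wells with vehicle and 100% = uninduced wells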
# inhibitors of VEEV: inhibitors of VEEV TC-83 cytopathic effect, confirmation, Vero cells (AID 588727); Vero cells, VEEV TC-83 cytopathic effect inhibition; higher % means a stronger effect; inhibition, % at 20 µM; hits with a dose series show IC50 in µM; 0.13% of 350,000 active; in the data active = a potency from the dose series; inconclusive = inhibition mostly from about 14% at the one dose, without a potency; inactive = the rest, 99 in 100 with inhibition below about 12%; also: strong numbers were not always called active
# H1N1 NS1A inhibition: H1N1 influenza NS1A inhibitors, functional cell based assay (AID 504329). NS1A functional cell-based assay, percent inhibition; higher % means a stronger effect. inhibition, % at 12.5 µM; hits with a dose series show IC50 in µM. 0.3% of 340,000 active; in the data active = a potency from the dose series; inconclusive = inhibition above about 27% without an active follow-up result; also: strong numbers were not always called active
# inhibitors of VEEV 10K pilot screen: further read-out of inhibitors of VEEV, marked with its call; inhibition, %; measured here: 10K pilot screen inhibition
# Starred values were filed as active, the others as inactive; i = inactive; ? = inconclusive; nt = no result given.
SMILES,M. tuberculosis,H37Rv inhibition,Salmonella PhoP GFP,inhibitors of VEEV,H1N1 NS1A inhibition,others
COc1cc(CCC(=O)OCc2ccccc2C#N)cc(OC)c1OC,25.9%,-2.2%,-1.7%,1.8%,3.9%,
CCOC(=O)c1csc(NC(=O)c2ccc(OCC)cc2)n1,nt,59.9%,18.5%,4.6%,0.6%,
COc1ccc(C(=O)Nc2ccccc2C(=O)N2CCOCC2)cc1,-8.9%,-1.8%,-2.5%,0.4%,-3.0%,
CCCCCCCCNC(C)C(O)c1ccc(SC(C)C)cc1 (stereo not drawn),?,22.5µM*,25.2µM*,i,4.4%,
O=[N+]([O-])c1ccc(N/N=C/c2c[nH]c3ccccc23)cc1,?,62.9%,-8.6%,3.6%,7.0%,
COc1ccccc1/C=C/CN1CCC(n2nccc2NC(=O)CCc2ccccc2)CC1,?,11.2%,7.1%,i,5.5%,
CCOc1ccc(C(=O)COC(=O)c2cc(=O)[nH]c3ccccc23)cc1,5.4%,-4.1%,-3.0%,7.1%,-1.4%,
C=C(C)C(=O)Nc1ccc(NC(C)C)cc1,1.5%,13.6%,-11.4%,0.3%,-19.0%,
C[C@@H]1CN[C@@H](CCO)/C1=C\c1ccccc1,nt,nt,nt,1.1%,-14.8%,
O=C(O)c1[nH]c2ccccc2c1CC(=O)N1CCOCC1,3.1%,-5.0%,1.6%,i,1.9%,inhibitors of VEEV 10K pilot screen=1.6
O=C(COC(=O)c1ccc(OC(F)F)cc1)NCCCN1CCCC1=O,3.2%,-3.7%,-13.3%,1.1%,10.6%,
O=C(CSc1ccc(-c2ccncc2)nn1)c1ccccc1,28.4%,-10.5%,9.3%,1.8%,-4.6%,
COc1ccc(C2(CNC(=O)c3ccc(OC)c([N+](=O)[O-])c3)CCCCC2)cc1OC,-0.8%,1.8%,8.3%,10.0%,0.3%,
CC(C)NC(=O)CN1CCN(c2ncccn2)CC1,-8.5%,-6.7%,-2.9%,0.5%,0.2%,
COc1ccc(N2C(=O)CC(NC34CC5CC(CC(C5)C3)C4)C2=O)c(OC)c1 (stereo not drawn),6.2%,9.4%,1.4%,1.8%,-13.9%,
COc1ccc(NC(=O)COC(=O)/C=C/c2ccccc2[N+](=O)[O-])cc1,7.9%,-5.0%,-5.9%,1.3%,-1.8%,
COc1ccc(NC(=O)C2CCN(S(=O)(=O)c3cccc4nonc34)CC2)cc1OC,-12.4%,2.5%,0.5%,1.0%,0.9%,
OCCOCCn1c(-c2ccccc2)nc(=S)c2c1CCCC2,nt,-7.6%,nt,i,2.5%,
N#Cc1ccccc1OCC(=O)Nc1c(C(=O)C2CC2)oc2ccccc12,68.2%,46.1%,-5.1%,1.1%,-0.1%,
COc1ccc(S(=O)(=O)NCC(c2cccnc2)N2CCN(C)CC2)cc1OC (stereo not drawn),-3.5%,-11.8%,-14.2%,0.9%,1.8%,
COc1cccc(CN2CCNC(=O)C2CC(=O)N(C)C2CCCCC2)c1 (stereo not drawn),24.3%,4.2%,-1.0%,1.4%,8.8%,
Cc1cc(Cl)c(S(=O)(=O)N2CCN(c3ccc(F)cc3)CC2)cc1OCC(=O)NC1CCCCC1,-1.2%,2.3%,2.7%,i,1.4%,
C=CCn1c(-c2ccc(OC)c(OC)c2)cs/c1=N\c1ccccn1,2.3%,10.1%,-10.1%,4.8%,10.6%,
O=C(NCc1cc(C(F)(F)F)cc(C(F)(F)F)c1)C12CN(Cc3ccccc3)CC1C(c1cccc([N+](=O)[O-])c1)=NO2 (stereo not drawn),-3.8%,12.7%,0.3%,i,-11.6%,
COc1ccc(N(C)S(=O)(=O)c2cccc(C(=O)Nc3nnc(C)s3)c2)cc1,-7.5%,5.9%,nt,8.3%,-1.7%,
O=C(CSc1oc(-c2ccccc2)nc1S(=O)(=O)c1ccccc1)NCC1CCCO1 (stereo not drawn),-3.1%,-20.6%,-10.7%,7.7%,1.5%,
O=S(=O)(NCCCc1ccccc1)c1cccc2nsnc12,19.5%,-16.7%,-5.5%,i,5.7%,
CCNC(=S)N/N=C/c1cc(C)n(-c2ccc(Cl)cc2)c1C,-29.0%,-2.3%,-1.1%,2.1%,-1.0%,
COc1ccc(CN2CCN(C(=O)CCC(=O)Nc3nnc(CC(C)C)s3)CC2)cc1F,5.3%,1.1%,-4.4%,4.1%,2.7%,
CC(C)(O)CN(C(=O)c1ccc([N+](=O)[O-])cc1)C1CCCC1,nt,nt,nt,i,-23.5%,
CC1(C)CC(=O)CC(=NCC(=O)O)C1,-7.2%,-0.8%,-4.0%,0.7%,-9.2%,
Cc1cc(/C=N/n2cnnc2)c(C)n1-c1cccc(Cl)c1,45.4%,1.3%,-0.8%,i,10.1%,
C=CCOc1ccc(/C=C/C(=O)OCC(=O)NCc2ccco2)cc1,43.9%,61.0%,3.0%,0.5%,-0.8%,
CC(NC(=O)c1cccc(C(F)(F)F)c1)C1CCCO1 (stereo not drawn),-4.3%,-13.4%,-7.6%,2.8%,17.9%,
CC(=O)OC1CC[C@@]2(C)C(=CC(=O)C3C4CCC(OC(C)=O)[C@@]4(C)CCC32)C1 (stereo partly drawn),-17.7%,-2.1%,7.2%,1.2%,4.2%,
O=C1/C(=C/c2ccncc2)N2CCC1CC2,-2.7%,0.0%,6.0%,0.9%,-8.8%,
NC(C(=O)O)C1CC(Cl)=NO1 (stereo not drawn),?,?,2.7%,nt,nt,
CN(CC(=O)Nc1cccc(F)c1)C(=O)Cn1c(=O)oc2ccccc21,3.3%,-5.5%,nt,1.0%,-4.3%,
O=C(COc1ccc([N+](=O)[O-])cc1)N1CCN(c2nnc(-c3ccccc3)c3ccccc23)CC1,-11.5%,12.2%,10.2%,3.9%,0.7%,
Cc1cc(C)cc(NC(=O)c2ccc(CN3CCc4ccccc4C3)cc2)c1,25.3%,0.5%,-1.4%,1.0%,-5.3%,
CCOc1cccc2sc(N(CCN(C)C)C(=O)c3cc4ccccc4cc3OC)nc12,79.4%,?,-24.9%,11.1%,18.9%,
Cc1ccc2c(C)nc(SC(C(=O)c3ccccc3)c3ccccc3)nc2c1 (stereo not drawn),17.2%,-5.6%,10.3%,3.5%,-1.7%,
COc1ccc(CCNC(=O)CSc2cn(Cc3ccccc3)c3ccccc23)cc1OC,13.7%,2.9%,0.2%,1.7%,5.8%,inhibitors of VEEV 10K pilot screen=0.9
C/C(=N\O)C(C)NC(=O)c1ccccc1 (stereo not drawn),6.6%,13.8%,-0.9%,0.6%,8.5%,
CCOc1ccc(CCNC(=O)c2cccc(S(=O)(=O)N3CCCCC3)c2)cc1OCC,3.5%,0.6%,-4.2%,8.2%,-6.5%,
Cc1ccccc1-n1nnnc1SCC(=O)Nc1ccc(N2CCN(C)CC2)cc1,15.2%,6.4%,-4.1%,0.7%,2.5%,
COc1ccc(C2CC(=O)c3cnn(-c4nc(C)cc(C)n4)c3C2)cc1 (stereo not drawn),2.2%,0.8%,5.0%,4.8%,-2.1%,
CCOc1ccccc1NC(=O)CCC(=O)O,-4.0%,3.0%,-9.2%,0.4%,6.7%,
O=C(O)c1cc2c(cc1NC(=O)c1c(F)cccc1F)OCCCO2,-9.9%,-3.6%,10.4%,7.2%,-9.8%,
O=C(CSc1nnc(-c2ccncc2)n1-c1ccc(F)cc1)NC(=O)NCc1ccco1,-2.3%,-2.1%,-0.4%,0.0%,-1.0%,
O=C(CCCN1C(=O)S/C(=C/c2ccccc2)C1=S)Nc1ccc(C(=O)O)cc1,43.1%,4.0%,-14.3%,1.5%,21.2%,
CN(CCCNC(=O)Cn1cc2c(n1)CCCC2)C1CCCCC1,-10.0%,-12.7%,-0.5%,0.1%,9.0%,
CCC(OC(=O)c1nsc(Cl)c1Cl)C(=O)NCCOC (stereo not drawn),-9.0%,-1.9%,1.1%,2.7%,-5.3%,
ONC(=Nc1ccccc1)c1ccc(Cl)cc1,1.7%,-4.1%,-5.8%,i,3.5%,
CCC(C)(C)n1nnnc1CN1CCSCC1,7.9%,-0.6%,-2.5%,0.7%,-10.1%,
CCNC(=O)Cc1ccc(S(=O)(=O)N2CCOCC2)s1,-0.3%,-1.8%,nt,2.2%,-15.2%,
CNC(=O)C1(C(F)(F)F)C/C(=C\CCO)CCCO1 (stereo not drawn),-1.9%,-4.0%,1.7%,1.2%,-21.6%,
CCN(C[C@H]1N[C@@](CC)(C(=O)OC)[C@H]2C(=O)N(Cc3ccccc3)C(=O)[C@@H]12)C(=O)c1ccc(C(C)(C)C)cc1,34.3%,7.5%,nt,5.2%,-19.3%,
CC(=O)Nc1ccc(OC(=O)c2cc3cc(Br)cc(Br)c3oc2=O)cc1,41.6%,1.9%,0.8%,nt,nt,
CCOc1ccccc1-n1c(SCC(=O)N(C(C)C)C(C)C)nnc1-c1cccnc1,14.6%,3.4%,2.1%,1.2%,-1.5%,

# Quoted at random: 2 records from the list
SMILES,M. tuberculosis,H37Rv inhibition,Salmonella PhoP GFP,inhibitors of VEEV,H1N1 NS1A inhibition,others
CCOc1ccccc1-n1c(SCC(=O)N(C(C)C)C(C)C)nnc1-c1cccnc1,14.6%,3.4%,2.1%,1.2%,-1.5%,
CN(CCCNC(=O)Cn1cc2c(n1)CCCC2)C1CCCCC1,-10.0%,-12.7%,-0.5%,0.1%,9.0%,

# The main list resumes with the six entries that preceded the break.
SMILES,M. tuberculosis,H37Rv inhibition,Salmonella PhoP GFP,inhibitors of VEEV,H1N1 NS1A inhibition,others
CCC(C)(C)n1nnnc1CN1CCSCC1,7.9%,-0.6%,-2.5%,0.7%,-10.1%,
CCNC(=O)Cc1ccc(S(=O)(=O)N2CCOCC2)s1,-0.3%,-1.8%,nt,2.2%,-15.2%,
CNC(=O)C1(C(F)(F)F)C/C(=C\CCO)CCCO1 (stereo not drawn),-1.9%,-4.0%,1.7%,1.2%,-21.6%,
CCN(C[C@H]1N[C@@](CC)(C(=O)OC)[C@H]2C(=O)N(Cc3ccccc3)C(=O)[C@@H]12)C(=O)c1ccc(C(C)(C)C)cc1,34.3%,7.5%,nt,5.2%,-19.3%,
CC(=O)Nc1ccc(OC(=O)c2cc3cc(Br)cc(Br)c3oc2=O)cc1,41.6%,1.9%,0.8%,nt,nt,
CCOc1ccccc1-n1c(SCC(=O)N(C(C)C)C(C)C)nnc1-c1cccnc1,14.6%,3.4%,2.1%,1.2%,-1.5%,
CC(=O)Nc1ccc2c(O)cc(S(=O)(=O)O)cc2c1,nt,nt,nt,2.5%,1.6%,
COc1ccccc1C(NC(=O)CC(C)C)c1c(O)ccc2ccccc12 (stereo not drawn),6.3%,1.4%,-4.7%,1.4%,-3.7%,
CCCn1c(SC(C)C(=O)NCC2CCCO2)nc2sc3c(c2c1=O)CCC3 (stereo not drawn),4.4%,-0.5%,1.9%,5.8%,-13.5%,
CCN(C(=O)COC(=O)CCC(=O)c1cccs1)C1CCCCC1,-0.4%,3.7%,nt,0.9%,7.5%,
O=C(NCCCn1ccnc1)C1CCN(S(=O)(=O)c2ccc(F)cc2)CC1,-16.8%,-3.5%,8.1%,0.3%,3.9%,
CS(=O)(=O)c1ccc(NC(=O)c2ccc3c(c2)S(=O)(=O)N=C2CCCCCN23)cc1,1.8%,6.1%,4.1%,2.7%,-2.2%,
CCCCn1c(N)c(N(CC(C)C)C(=O)c2ccc(OC)c(S(=O)(=O)N3CCOCC3)c2)c(=O)[nH]c1=O,nt,nt,nt,1.3%,-5.6%,
CC(C)CC1Nc2ccc(C(=O)NCCCN3CCCCC3C)cc2NC1=O (stereo not drawn),8.6%,2.1%,8.7%,i,1.6%,
CCN1C[C@]2(CO)CC[C@H](OC)[C@@]34C2[C@H](OC)[C@@](O)(C13)[C@@]1(O)C[C@H](OC)[C@H]2C[C@@H]4[C@@H]1[C@H]2OC,-5.8%,4.4%,5.8%,0.1%,-9.4%,
O=C(C1=C[C@H](c2ccccc2)C[C@H](OCc2ccc(CO)cc2)O1)N1CCOCC1,-3.7%,4.6%,9.1%,0.5%,3.3%,
COC(=O)C1CCN(Cc2c(C(=O)N3C[C@@H](C)O[C@@H](C)C3)nc3ccc(Cl)cn23)CC1,2.9%,-2.6%,-3.1%,i,4.3%,
COc1ccc(N(CC(=O)Nc2ccccc2OC)S(=O)(=O)c2ccc(NC(C)=O)cc2)cc1,46.7%,4.6%,-4.3%,7.8%,-0.3%,
COCCn1c(C)cc(C(=O)COc2ncnc3ccc(Br)cc23)c1C,2.9%,6.5%,-12.9%,i,-10.6%,
O=C(COC(=O)CSc1ccc2ccccc2c1)NC1CC1,51.7%,9.0%,-0.6%,0.2%,-7.4%,
CC(C)c1cc(NC(=O)c2ccccc2)cc(C(C)C)c1O,-0.7%,-0.9%,-8.2%,8.1%,-6.2%,
